TEAD-YAP inh: TEAD-YAP interaction inhibition; HEK-TIYL cells, TEAD-Gal4/YAP UAS-luciferase luminescence; inhibition, % at 9.12 µM; actives 1.4% (n = 640,000); AID 1259422; in the data active = inhibition above about 32%;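 also: 0% = median of test compound wells and 100% = reference inhibitor wells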
MITF inh: blocks human microphthalmia-associated transcription factor | AlphaScreen MITF homodimerization, bead proximity signal | actives 0.91% (n = 650,000) | O75030 | inhibition, % at 2.6 µM | AID 1259374; in the data active = inhibition above about 50%;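 also: 0% = vehicle wells with protein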
GPR151 ag: human GPR151 activation; Q8TDV0; activation, % at 11.2 µM; PathHunter beta-arrestin GPR151 cells, luminescence; actives 1% (n = 650,000); AID 1508602; in the data active = activation above about 4.9%;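 also: 0% = median of compound wells and 100% = cells with positive control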
Target sequence (Q8TDV0 whole entry, looked up): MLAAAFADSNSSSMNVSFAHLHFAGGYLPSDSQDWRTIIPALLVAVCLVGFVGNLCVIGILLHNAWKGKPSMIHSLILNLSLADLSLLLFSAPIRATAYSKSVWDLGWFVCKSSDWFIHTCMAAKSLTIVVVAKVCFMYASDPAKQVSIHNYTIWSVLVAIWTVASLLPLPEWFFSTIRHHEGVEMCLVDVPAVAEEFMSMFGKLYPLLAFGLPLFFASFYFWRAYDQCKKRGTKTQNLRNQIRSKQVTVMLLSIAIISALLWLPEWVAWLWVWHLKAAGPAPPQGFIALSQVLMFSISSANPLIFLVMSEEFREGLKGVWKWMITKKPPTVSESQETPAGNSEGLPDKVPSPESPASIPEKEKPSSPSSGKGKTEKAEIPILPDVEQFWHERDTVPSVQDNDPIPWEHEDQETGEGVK
FBW7 act: activators of human E3 ligase FBW7; AID 1259310; AlphaScreen FBW7–phospho-cyclin E peptide binding, activator screen; actives 0.13% (n = 650,000); normalized activity (activation), % at 26.1 µM; in the data active = normalized activity above about 1.9%;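 also: purified mutant Fbw7 with reduced substrate affinity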
Target sequence (Q969H0 whole entry, looked up): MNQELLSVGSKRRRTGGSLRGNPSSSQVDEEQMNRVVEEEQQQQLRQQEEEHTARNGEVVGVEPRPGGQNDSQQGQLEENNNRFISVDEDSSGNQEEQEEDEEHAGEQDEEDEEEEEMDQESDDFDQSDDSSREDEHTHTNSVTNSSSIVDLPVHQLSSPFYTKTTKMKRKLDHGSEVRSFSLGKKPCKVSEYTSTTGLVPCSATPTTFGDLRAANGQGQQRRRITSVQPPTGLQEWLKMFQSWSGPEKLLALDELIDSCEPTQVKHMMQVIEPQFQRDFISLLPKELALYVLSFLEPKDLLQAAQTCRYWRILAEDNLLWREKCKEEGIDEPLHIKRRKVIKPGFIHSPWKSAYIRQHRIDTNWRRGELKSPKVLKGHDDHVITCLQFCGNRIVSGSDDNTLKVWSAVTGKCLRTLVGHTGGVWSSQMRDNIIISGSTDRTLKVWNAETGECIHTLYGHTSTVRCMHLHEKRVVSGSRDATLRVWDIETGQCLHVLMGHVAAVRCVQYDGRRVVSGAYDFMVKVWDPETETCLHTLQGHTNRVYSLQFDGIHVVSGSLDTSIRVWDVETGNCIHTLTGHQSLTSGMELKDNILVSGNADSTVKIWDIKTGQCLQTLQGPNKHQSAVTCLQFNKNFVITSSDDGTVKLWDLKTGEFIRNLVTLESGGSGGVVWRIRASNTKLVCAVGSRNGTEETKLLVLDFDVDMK
* hit, by the source's call; & = joins results of further samples.

# | canonical_smiles | TEAD-YAP inh | MITF inh | GPR151 ag | FBW7 act
1 | NC(=O)c1cc2cc(Br)ccc2oc1=Nc1ccc(Oc2ccccc2)cc1 | 10 | 1 | -0.8 | 0.1
2 | c1ccc(-c2nc3cnccn3c2Nc2ccc3c(c2)OCCO3)cc1 | 4 | -1 | -0.8 | -0.1
3 | COc1ccc(Cc2nnc(NC(=O)C(=O)c3c[nH]c4ccccc34)s2)cc1 | 18 | 6 | 1.0 | 0.7
4 | CCCOc1ccc(C2C(=O)N(C3CCCCCC3)CC(=O)N2Cc2ccc3c(c2)OCO3)cc1OC (configuration not stated) | -12 | -4 | 0.0 | -0.5
5 | COc1cc(OC)nc(C2CCN(C(=O)/C=C/c3ccccc3)CC2)n1 | 1 | 5 | -0.5 | 0.2
6 | COCC(=O)Nc1nc2c(s1)C(=O)CC(C(=O)NCC1COc3ccccc3O1)C2 (configuration not stated) | -5 | 5 | 0.3 | 0.1
7 | Cc1ccc(NC(=O)c2cccc(C(=O)OC(C)C)n2)c(Br)c1 | -7 | -4 | 3.0 | -0.2
8 | Cc1cccc(-n2c(O)c(C=NCc3ccc(F)cc3)c(=O)[nH]c2=O)c1 | -10 | 3 | 0.4 | -0.1
9 | CCC(Sc1nnc(-c2ccc(F)cc2)c(-c2ccc(F)cc2)n1)C(=O)NC1CCCCC1 (configuration not stated) | -13 | -8 | 0.3 | -0.1
10 | CN1CCN(c2nc3c(c(=O)[nH]c(=O)n3C)n2CC(O)COc2ccc(Cl)cc2Cl)CC1 (configuration not stated) | 8 | 16 | -0.4 | 0.0
11 | CC(=O)N1CCc2cc(Br)cc(S(=O)(=O)N3CCCCCC3)c21 | -13 | -1 | 0.7 | 0.0
12 | Cc1cc(-n2c(SCC(=O)NCc3ccccc3)nc3ccsc3c2=O)ccc1Cl | -8 | -5 | -0.1 | -0.1
13 | CCOc1cc(-c2noc(-c3ccncc3)n2)ccc1OC | 0 | 16 | -0.7 | 0.7
14 | Fc1ccc(CNc2ccc3ncc(-c4ccc5c(c4)OCO5)n3n2)cc1 | 23 | 12 | 8.4* | 0.0
15 | COc1ccc(Cl)cc1-c1nc(C=Nc2ccc(Cl)cn2)c(O)o1 | 2 | -3 | -0.5 | -0.1
16 | N#C/C(=C\C=C\c1ccccc1)C(=O)Nc1ccccc1 | -8 | -13 | -0.1 | 0.0
17 | COc1ccc2oc(=O)c(C(=O)NC3CCCCC3C)cc2c1 (configuration not stated) | -10 | 10 | 1.1 | 0.1
18 | CCCCC(CC)CNC(=O)c1ccc2c(c1)NC(=O)C(CS(=O)(=O)Cc1cc(C)ccc1C)N2 (configuration not stated) | 1 | -10 | -0.3 | 0.0
19 | COC(=O)c1c(NC(=O)c2ccco2)sc(C(=O)Nc2ccc(C)cc2)c1C | 34* | -4 | -0.4 | 0.0
20 | COc1cc(-c2nnc(COc3ccc(Cl)cc3C)o2)cc(OC)c1OC | 7 | 10 | -0.3 | 0.1
21 | O=C(/C=C/c1ccco1)Nc1nc2ccc(Br)cc2s1 | 2 | 6 | 1.4 | 0.0
22 | CCCCc1nc2n[nH]c(N)c2c2c1CCCC2 | -12 | -9 | -0.3 | -0.2
23 | CCN1CCN(CCC(=O)Nc2cc(C)ccc2C)CC1 | -5 | -8 | 0.7 | 0.0
24 | O=C1N(c2ccccc2)C(c2ccccc2)C1(F)F (configuration not stated) | -4 | -7 | 1.0 | 0.1
25 | CCOC(=O)C1CCC/C1=N\NC(=O)CSCc1ccccc1Cl (configuration not stated) | -1 | 3 | 0.4 | -0.3
26 | CC1(C)N=C(c2ccc(Cl)c(Cl)c2)C(=S)N1 | -16 | -5 | 1.2 | 0.4
27 | COCCN(C(=O)CNC(=O)c1ccco1)C(C(=O)NC1CCCCC1)c1cccs1 (configuration not stated) | -3 | -4 | -1.0 | 0.2
28 | N#C/C(=C/c1cn(Cc2ccccc2)c2ccccc12)C(=O)NCC1CCCO1 (configuration not stated) | -47 | 6 | -0.2 | -0.1
29 | COc1ccc2c(=O)c(-c3ccc(F)cc3)c(C)oc2c1 | -10 | -9 | 0.1 | 0.0
30 | Cc1cc(C)nc(SCC(=O)N/N=C\c2ccc(Cl)c(Cl)c2)n1 | 4 | 9 | 1.0 | 0.5

Results in GPR151 ag, for some of the entries so far:
cpd	Structure	GPR151 ag
5	COc1cc(OC)nc(C2CCN(C(=O)/C=C/c3ccccc3)CC2)n1	-0.5
27	COCCN(C(=O)CNC(=O)c1ccco1)C(C(=O)NC1CCCCC1)c1cccs1 (configuration not stated)	-1.0
6	COCC(=O)Nc1nc2c(s1)C(=O)CC(C(=O)NCC1COc3ccccc3O1)C2 (configuration not stated)	0.3
23	CCN1CCN(CCC(=O)Nc2cc(C)ccc2C)CC1	0.7

(further entries)
# | canonical_smiles | TEAD-YAP inh | MITF inh | GPR151 ag | FBW7 act
31 | Cn1c(N)c(C(=O)c2cc(-c3ccccn3)nc3ccccc23)c(=O)n(C)c1=O | -6 | 2 | -0.6 | -0.1
32 | CC1CN(S(=O)(=O)c2ccc(F)c(F)c2)CC(C)O1 (configuration not stated) | 3 | 5 | -2.1 | 0.2
33 | COc1ccc(NC(=O)CN2C(=O)c3cccc4cccc(c34)C2=O)cc1 | -8 | 2 | -1.2 | -0.2
34 | COc1ccc(C2C(C(=O)NCc3ccccc3OC)c3ccccc3C(=O)N2Cc2ccc(F)cc2)cc1 (configuration not stated) | 5 | 24 | -0.9 | 0.3
35 | CC(C)(C)C(=O)Nc1ccc2c(c1)CCCN2S(=O)(=O)c1cccs1 | -3 | 13 | -0.7 | 0.2
36 | C[n+]1c2cc(N)ccc2cc2ccc(N)cc21 (tested in a mixture with another compound) | -14 | 57* | -3.4 | -0.4
37 | CSc1cccc(-n2nnc(C(N)=O)c2C)c1 | -8 | 13 | -2.1 | 0.2
38 | CCOC(=O)C1CCc2nc3ccccc3c(=O)n21 (configuration not stated) | 5 | 5 | -0.7 | 0.2
39 | CS(=O)(=O)c1cccc(-c2ccnc(Nc3ccc(-n4cnc(N5CCC(O)CC5)n4)cc3)n2)c1 | 42* | 4 | -0.6 | -0.1
40 | COc1ccc(-c2nc3scc(CCNC(=O)c4ccccc4Cl)n3n2)cc1 | 11 | 8 | 0.5 | 0.1
41 | NS(=O)(=O)c1ccc(CNC(=O)c2cc(-c3ccccc3)nc3ccccc23)cc1 | 9 | 2 | 1.1 | -0.1
42 | COc1ccc(NC(=O)CSc2nc3scc(C)c3c(=O)[nH]2)cc1 | 17 | -3 | -1.2 | 0.1
43 | COc1ccc(NC(=O)C(NC(=O)c2ccc(=O)[nH]c2)c2ccc(OC)cc2)cc1 (configuration not stated) | -1 | 2 | 0.0 | -0.1
44 | CCCn1c(=S)[nH]c2cc(C(=O)O)ccc2c1=O | -4 | -3 | -0.4 | -0.1
45 | Cc1cc(C)cc(NS(=O)(=O)c2ccc3oc(=O)ccc3c2)c1 | 9 | 15 | -1.5 | 0.6
46 | Cc1ccc(-c2nc(CCNC(=O)c3cccs3)cs2)cc1 | 18 | 11 | -1.1 | 0.2
47 | O=C(CCC(=O)N1N=C(c2c(-c3ccccc3)c3cc(Cl)ccc3[nH]c2=O)CC1c1ccccc1)Nc1ccc(Cl)cc1 (configuration not stated) | 4 | 0 | 1.1 | -0.1
48 | O=C1C=C/C(=N\OC(=O)c2ccccc2)C2=C1C1C=CC2C1 (configuration not stated) | 3 | 1 | 2.3 | 0.0
49 | COc1ccc(OC)c(N=Cc2c(O)[nH]c3ccccc23)c1 | -14 | 15 | 1.4 | -0.2
50 | CCOC(=O)c1cccc(NC(=O)c2cccs2)c1 | -6 | -3 | -1.5 | -0.1
51 | CCCn1c(=O)c2c(nc3n2CCCN3c2ccc(OC)cc2)n(C)c1=O | 2 | -4 | 0.5 | -0.3
52 | CC(C)(C)c1ccc(C(=O)NCC(=O)OCC(=O)c2ccc([N+](=O)[O-])cc2)cc1 | 3 | 11 | -0.7 | -0.3
53 | Cc1cccc(C)c1OCC(O)CNC1CCN(Cc2ccccc2)CC1 (configuration not stated) | 2 | 24 | 1.9 | -0.3
54 | O=C(CSc1ccccc1)Nc1ccc2ccccc2c1 | -19 | 8 | 2.0 | -0.1
55 | O=C(CSc1nc2ccc([N+](=O)[O-])cc2s1)c1cccc2ccccc12 | -4 | 16 | -1.6 | 0.0
56 | O=C(CC1(O)C(=O)Nc2ccc(Cl)cc21)c1cccc([N+](=O)[O-])c1 (configuration not stated) | 9 | 11 | 0.1 | 0.3
57 | CCCCN(NC(C)=O)c1nc(Cl)nc(NC(C)C)n1 | -2 | 11 | -0.5 | -0.6
58 | Cc1ccc2c(NC(=O)Cc3sc(-c4ccccc4)nc3C)cccc2n1 | -15 | 18 | 0.1 | -0.3
59 | CCS(=O)(=O)NCCc1csc(-c2ccc(Cl)cc2)n1 | -21 | 11 | -1.0 | 0.1
60 | COC(=O)c1nnn(Cc2ccccc2)c1N | 7 | 21 | 0.6 | 0.5

Looked up one by one from above:
# | canonical_smiles | TEAD-YAP inh | MITF inh | GPR151 ag | FBW7 act
51 | CCCn1c(=O)c2c(nc3n2CCCN3c2ccc(OC)cc2)n(C)c1=O | 2 | -4 | 0.5 | -0.3
56 | O=C(CC1(O)C(=O)Nc2ccc(Cl)cc21)c1cccc([N+](=O)[O-])c1 (configuration not stated) | 9 | 11 | 0.1 | 0.3

Further results follow:
# | canonical_smiles | TEAD-YAP inh | MITF inh | GPR151 ag | FBW7 act
61 | O=C(CSc1nc2ccccc2s1)NNc1ncnc2c1cnn2Cc1ccccc1 | -3 | 1 | -1.7 | -0.2
62 | Cc1ccc(-c2nn3c(C)nnc3s2)cc1NC(=O)c1ccc(OC(C)C)cc1 | 4 | 6 | -0.3 | -0.1
63 | CCCCC(=O)Nc1nnc(SCC(=O)Nc2ccc(C(=O)OCC)cc2)s1 | 1 | -6 | -1.3 | 0.4
64 | COc1ccc(-c2cc(C(F)(F)F)n3nc(C(=O)Nc4cc(Oc5ccccc5)cc([N+](=O)[O-])c4)c(Br)c3n2)cc1 | -1 | 15 | -0.2 | 0.1
65 | CCCCCSc1nnc2c(n1)OC(c1cccnc1)Nc1ccc(Br)cc1-2 (configuration not stated) | -2 | 7 | 0.3 | 0.0
66 | CC1CCN(S(=O)(=O)c2ccc(Oc3ccc(S(=O)(=O)N4CCC(C)CC4)cc3)cc2)CC1 | -4 | 0 | -1.9 | 0.0
67 | CCOC(=O)c1c(NC(=O)CSc2nnc(CNC(=O)c3ccc(OC)cc3)n2Cc2ccccc2)sc2c1CCCCC2 | -2 | -4 | 1.1 | 0.1
68 | COc1ccc(-n2cccc2C=C(C#N)C#N)cc1 | 0 | -15 | 1.1 | 0.0
69 | CCOc1ccc(C(C)=O)cc1CSc1nnnn1-c1cccc(C)c1 | 3 | 1 | 0.1 | -0.1
70 | CCOc1ccc(C2=C/C(=C/c3ccccc3OC)C(=O)O2)cc1 | -5 | -6 | 2.3 | 0.0
71 | CCCc1nc2oc(C(=O)c3ccccc3)c(N)c2c2c1COC(C)(C)C2 | 10 | -10 | 0.2 | 0.0
72 | Cc1onc(-c2ccccc2Cl)c1C(=O)Nc1ccc2c(c1)OCCO2 | -10 | -3 | -0.4 | -0.1
73 | O=C(Nc1cccc(-c2nc3cc(Cl)ccc3o2)c1)c1ccccc1Br | 2 | -2 | 2.3 | 0.0
74 | O=C1NS(=O)(=O)c2cc(S(=O)(=O)c3ccc([N+](=O)[O-])cc3)ccc21 | 5 | 6 | 0.1 | -0.3
75 | CCn1c(SCC(=O)Nc2cccc(C(C)=O)c2)nnc1-c1ccccc1N | 9 | -4 | 0.0 | -0.2
76 | COC(=O)C1=CN(Cc2cccs2)C=C(C(=O)OC)C1c1cccc(Cl)c1 | -6 | -18 | 1.3 | 0.2
77 | CCCNc1nc(N2CCCC2CO)nc2c1ncn2Cc1ccc(C(F)(F)F)cc1 (configuration not stated) | -24 | 6 | -1.6 | 0.0
78 | CC[C@H](C)[C@H]1C(=O)Nc2cc(S(C)(=O)=O)ccc2N1C(C)=O | 9 | -7 | 1.3 | 0.1
79 | O=C(Nc1ccc(I)cc1)c1cc2cc(Br)cc(Br)c2oc1=O | 6 | 10 | 0.9 | 0.0
80 | O=C(Nc1cccc(Cl)c1)N1CCC(CO)(CCOc2ccccc2)CC1 | 1 | 3 | -0.2 | 0.0
81 | CCOC(=O)C1=C(C)Nc2ncnn2C1c1ccccc1[N+](=O)[O-] (configuration not stated) | 13&12 | 9&12 | -0.1&0.4 | -0.1&0.3
82 | Cc1ccc(-c2nc(CS(=O)(=O)CC(=O)NCc3ccccc3)c(C)o2)cc1 | -3 | 8 | -1.4 | 1.4
83 | Cc1ccc(-n2cnnn2)cc1N | -16 | -2 | -0.6 | 0.0
84 | CC1CCN(c2c(NCc3ccc(C(=O)Nc4cccnc4)cc3)c(=O)c2=O)CC1 | 4 | 4 | 0.0 | 0.1
85 | Cc1csc(NC(=O)C2CCCO2)n1 (configuration not stated) | -7 | -4 | -0.3 | 0.6
86 | COc1ccc(/C=C/C(=O)Nc2cc(C)cc(C)c2)cc1 | -28 | 15 | -6.2 | 0.2
87 | O=C(ON1C(=O)c2cccc3c([N+](=O)[O-])ccc(c23)C1=O)c1ccccc1Br | 1 | 2 | 2.1 | 0.0

In the list so far, 4 have a furan ring, fused or not:
# | canonical_smiles | TEAD-YAP inh | MITF inh | GPR151 ag | FBW7 act
19 | COC(=O)c1c(NC(=O)c2ccco2)sc(C(=O)Nc2ccc(C)cc2)c1C | 34* | -4 | -0.4 | 0.0
21 | O=C(/C=C/c1ccco1)Nc1nc2ccc(Br)cc2s1 | 2 | 6 | 1.4 | 0.0
27 | COCCN(C(=O)CNC(=O)c1ccco1)C(C(=O)NC1CCCCC1)c1cccs1 (configuration not stated) | -3 | -4 | -1.0 | 0.2
71 | CCCc1nc2oc(C(=O)c3ccccc3)c(N)c2c2c1COC(C)(C)C2 | 10 | -10 | 0.2 | 0.0

Bioassay records: PubChem, The Scripps Research Institute Molecular Screening Center
